Giardia FBPA inh = Giardia lamblia aldolase inhibition; A8B2U2; 0.71% of 290,000 active; purified Giardia FBPA; AID 2451; Potency, µM (doses to about 59.6 µM), inactives show at the highest dose activity, negative = inhibition, most hits filed as inhibitors; active = well fitted inhibition curve with a large enough effect; inconclusive = small, poorly fitted or top-dose-only effect, or effect the other way; note: nearly all actives have a fitted effect of over 55% in size
Target sequence (A8B2U2 whole entry, looked up): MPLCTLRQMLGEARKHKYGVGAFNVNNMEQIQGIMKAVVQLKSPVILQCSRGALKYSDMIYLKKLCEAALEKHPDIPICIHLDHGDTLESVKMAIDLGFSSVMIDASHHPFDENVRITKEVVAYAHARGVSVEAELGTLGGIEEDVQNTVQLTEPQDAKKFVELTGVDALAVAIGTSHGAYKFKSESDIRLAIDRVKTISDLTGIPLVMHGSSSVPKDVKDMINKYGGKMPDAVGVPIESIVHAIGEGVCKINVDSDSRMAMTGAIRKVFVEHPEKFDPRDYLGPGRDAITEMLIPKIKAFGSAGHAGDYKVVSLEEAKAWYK
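Giardia FBPA (40 nM reagent) was preincubated 10 min at RT with compound (up to 57.5 uM final), then substrate plus GAPDH/TPI/NAD/arsenate coupling system with diaphorase/resazurin was added; resorufin fluorescence (525/598 nm) was read after 20 min.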
Numbers without * were called inactive; u = inconclusive; & = joins results of further samples; [ ] = another dose, or the depositor's remark. % is set by controls: 0 for no effect and ±100 for the full control effect; potency is the fitted concentration of half-maximal effect. A portion of the library. The share of hits here may be higher or lower than overall.

SMILES | Giardia FBPA inh
CC1(C)OC(C(O)(c2cc(C(F)(F)F)cc(C(F)(F)F)c2)c2cc(C(F)(F)F)cc(C(F)(F)F)c2)C(C(O)(c2cc(C(F)(F)F)cc(C(F)(F)F)c2)c2cc(C(F)(F)F)cc(C(F)(F)F)c2)O1 (centres undefined) | 0%[12.9 µM]
COCCn1c(=O)c(-c2cccc(C#N)c2)nc2cnc(N(C)C)nc21 | 0%
CS(=O)(=O)Nc1cccc(-c2nc(Nc3ccc(F)cc3)c3ccccc3n2)c1 | -20%
CC(=O)N1CCC2(CCCN(Cc3ccc(C#N)cc3)C2)CC1 | 4%
Cc1noc(C)c1C(=O)N1CCC2(CCN(C(=O)NC(C)C)CC2)CC1 | 1%
COc1ccc(C(=O)OC2C[C@H]3CC[C@@H](C2)N3C)cc1OC (some centres undefined) | -2%[21.7 µM]
COC(=O)[C@@]1(Cc2ccc(F)cc2)[C@H]2c3cc(C(=O)N(C)C)n(CCc4ccc(O)c(O)c4)c3C[C@H]2CN1C(=O)c1ccccc1 | -21%
Cc1cnc(CNc2nc(-c3cccc(NS(C)(=O)=O)c3)nc3ccccc23)cn1 | -14%
CC(=O)OC[C@@H]1O[C@H](C/C=N\O[C@@H](C)c2cn([C@H]3COC[C@H]3O)nn2)C=C[C@@H]1OC(C)=O | 1%[12.9 µM]
CCCCCCCCC(=O)NCc1cc(OC)c(O)cc1I | 1%
CCCCCCC(=O)Cc1cc(OC)c(OC)cc1/C=C(/C(C)=O)C(=O)OC | -3%[12.9 µM]
COC(=O)C1(C(=O)OC)CC(CO)C(=O)[C@H]1c1ccccc1 (some centres undefined) | -2%&6%
CCCCc1cc2c(cn1)=C(OC(=O)c1ccc(Cl)nc1)C(C)(OC(=O)CC)C(=O)C=2 (centres undefined) | -2%[12.9 µM]
CCCCCCCCN[C@@H](C)[C@H](O)c1ccc(SC(C)C)cc1 | -2%[21.7 µM]
COC(=O)NC(c1ccccc1)c1c[nH]c2ccc(OC)cc12 (centres undefined) | -4%
CNc1ccnc(-c2ccccc2CN(C)C)n1 | 4%
C=CCNC(=O)c1cc([N+](=O)[O-])cc2c(=O)[nH]c(Nc3ccc(Cl)c(Cl)c3)nc12 | -10%
COC(=O)[C@@]1(Cc2ccc(F)cc2)[C@H]2c3cc(C(=O)N(C)C)n(Cc4ccc(O)c(OC)c4)c3C[C@H]2CN1C(=O)c1ccccc1 | -13%
COC(=O)c1ccc(C(NC(=O)OCc2ccccc2)/C(C)=C/[C@@H](C)C(=O)NCCO)cc1 (some centres undefined) | 0%
O=c1[nH]c(-c2ccccc2O)nc2ccccc12 | -2%
COC(=O)N1C(C2CC2)=Cc2ccccc2C1CC(C)=O (centres undefined) | 0%
Cn1cccc1C(=O)N1CCC2(CC1)CN(c1ccccn1)C2 | -1%
Nc1nc2c(c(=O)[nH]1)N(C=O)C(CNc1ccc(C(=O)NC(CCC(=O)O)C(=O)O)cc1)CN2 (centres undefined) | 0%
O=c1c(-c2ccc(Cl)cc2)nc2cnc(N3CCOCC3)nc2n1C1CC1 | 0%
C=C[C@](C)(O)CCC1C(=C)CCC2[C@@](C)(CO)CCC[C@@]12C (some centres undefined) | 7%
CCC(=O)OC1C2CC3=C4CC(=O)OC(c5ccoc5)[C@]4(C)CCC3[C@@](C)(C2=O)C(CC(=O)OC)C1(C)C (some centres undefined) | -11%
C[C@@H]1CCN=C(N)S1 | -6%
C[C@@H]1CN2[C@H](c3ccc(Br)cc3)[C@H](C)CC[C@H]2C(=O)O1 | -1%[12.9 µM]
O=S(=O)(c1ccccc1)N1CCC2(CCCN(c3ccccc3)C2)CC1 | -5%
COC(=O)C/C=C\[C@@H](C)[C@@H](/C=N\O[C@@H](C)CN1CCCc2nc(C)c(C)cc21)OC | -3%[12.9 µM]
CC(=O)N1C2(C=CC1(C)C(=O)NCc1ccccn1)CCCCC2 (centres undefined) | -27%
O=S(=O)(c1ccccc1)N1CCC[C@@]2(CCN(c3ncccn3)C2)C1 | 1%
CCCn1c(C)nc2c(NC(C)CCCN(CC)CC)nc(C)nc21 (centres undefined) | 0%
COC(=O)c1ccc(C(/C=C/[C@@H](C)C(=O)N(C)C)NC(=O)OCc2ccccc2)cc1 (some centres undefined) | -3%
CCN1CCCC1Cn1c(-c2ccccc2)nc2c(NCCOC)nc(C)nc21 (centres undefined) | 2%
COc1ccc(-c2nc3cncnc3n(-c3ccccc3)c2=O)cc1 | 0%

Reprinted from the entries so far, twelve compounds:
SMILES | Giardia FBPA inh
Cn1cccc1C(=O)N1CCC2(CC1)CN(c1ccccn1)C2 | -1%
Nc1nc2c(c(=O)[nH]1)N(C=O)C(CNc1ccc(C(=O)NC(CCC(=O)O)C(=O)O)cc1)CN2 (centres undefined) | 0%
O=c1c(-c2ccc(Cl)cc2)nc2cnc(N3CCOCC3)nc2n1C1CC1 | 0%
C=C[C@](C)(O)CCC1C(=C)CCC2[C@@](C)(CO)CCC[C@@]12C (some centres undefined) | 7%
CCC(=O)OC1C2CC3=C4CC(=O)OC(c5ccoc5)[C@]4(C)CCC3[C@@](C)(C2=O)C(CC(=O)OC)C1(C)C (some centres undefined) | -11%
C[C@@H]1CCN=C(N)S1 | -6%
C[C@@H]1CN2[C@H](c3ccc(Br)cc3)[C@H](C)CC[C@H]2C(=O)O1 | -1%[12.9 µM]
O=S(=O)(c1ccccc1)N1CCC2(CCCN(c3ccccc3)C2)CC1 | -5%
COC(=O)C/C=C\[C@@H](C)[C@@H](/C=N\O[C@@H](C)CN1CCCc2nc(C)c(C)cc21)OC | -3%[12.9 µM]
CC(=O)N1C2(C=CC1(C)C(=O)NCc1ccccn1)CCCCC2 (centres undefined) | -27%
O=S(=O)(c1ccccc1)N1CCC[C@@]2(CCN(c3ncccn3)C2)C1 | 1%
CCCn1c(C)nc2c(NC(C)CCCN(CC)CC)nc(C)nc21 (centres undefined) | 0%

Later entries
SMILES | Giardia FBPA inh
COc1c(C2=CC(=O)N(C)C2=O)c2c(n1C)C(=O)c1ccccc1C2=O | u
COC(=O)N1CCC2(CCN(C(=O)Nc3cccc(F)c3)CC2)CC1 | -1%
COc1cc2c(cc1OC)C(c1c[nH]c3ccccc13)NCC2 (centres undefined) | 2%
CC[N+](CC)(CC)CCOc1ccc(/C=C\c2ccccc2)cc1 | 0%
O=C(O)C1CN(CCCP(=O)(O)O)CCN1 (centres undefined) | -1%
c1cn(-c2ccnc(-c3ccc4c(c3)OCO4)n2)cn1 | -1%
CC1/C=C/C=C/CC/C=C/C=C/C=C/C=C/C(OC2OC(C)C(O)C(N)C2O)CC2O[C@](O)(CC(O)C(O)CCC(O)CC(O)CC(O)CC(=O)OC(C)C(C)C1O)CC(O)C2C(=O)O (some centres undefined) | -5%
CCCn1c(-c2ccc(F)cc2)nc2c(N3CCCN(Cc4ccccc4)CC3)nc(C)nc21 | -5%
COc1ccccc1CNc1cc(-c2ccc(C(=O)N(C)C)cc2)ncn1 | -1%
CC(=O)OC[C@@H]1O[C@H](C/C=N\OC[C@@H](O)[C@H]2O[C@H]3OC(C)(C)O[C@H]3[C@@H]2O)C=C[C@@H]1OC(C)=O | 3%[12.9 µM]
COC(=O)[C@H]1Cc2c([nH]c3ccccc23)CN1C(=O)COc1ccc2c(C)cc(=O)oc2c1 | -3%
COC1=C(OC)C(=O)c2ccccc2C1=O | -18%
COc1ccc(OCC2CN3C(CCC(C)C3c3ccc(Br)cc3)C(=O)O2)cc1 (centres undefined) | 0%&5%[12.9 µM]
Fc1ccc(C(OCCN2CCN(C/C=C\c3ccccc3)CC2)c2ccc(F)cc2)cc1 | -11%
O=C1C=CC2(OCCCO2)C(Br)=C1CO | 3%
COc1ccc(Oc2ncc3nc(-c4ccc(OC)cc4)c(=O)n(CCC#N)c3n2)cc1 | 0%
CCNc1ncc2nc(-c3ccccc3)c(=O)n(CCC#N)c2n1 | 5%
COC(=O)[C@H]1CC2(CC=C(C)C)C(=O)[C@@](CC=C(C)C)(C(=O)C(C(=O)c3ccccc3)=C2OC)C1(C)C (tested in a mixture with another compound) | 4%
COc1cccc(Nc2ncc3ncc(=O)n(Cc4cccs4)c3n2)c1 | -4%
CC[C@]1(C2=NCCN2)Cc2ccccc2O1 | -1%
CN(C)c1ncc2nc(-c3ccc(F)cc3)c(=O)n(Cc3ccc(F)cc3)c2n1 | 7%
Cn1c(=O)c(-c2cccs2)nc2cncnc21 | -2%
O=C(Oc1ccccc1)N1CCC2(CC1)CCN(c1ncccn1)CC2 | 0%
CC(C)C[C@@H](CC(=O)N[C@@H](CCC(=O)O)CC(=O)O)NC(=O)[C@@H]1CNCC[C@H]1NC(=O)C[C@@H](NC(=O)C[C@H](Cc1c[nH]c2ccccc12)NC(=O)[C@@H]1CNCC[C@H]1N)C(C)C | -22%
CC(=O)[C@@]1(O)CC[C@H]2C3CCC4=CC(=O)CC[C@]4(C)C3CC[C@@]21C (some centres undefined) | -2%
O=C(c1csnn1)N1CCC2(CCCN(C(c3ccccc3)c3ccccc3)C2)CC1 | -2%
COCCn1c(=O)c(-c2cccs2)nc2cnc(OC)nc21 | 0%
C[C@@H](NCc1cc(Br)cc2[nH]c(=O)c(=O)[nH]c12)P(=O)(O)O | -27%
NC(N)=NCCCCN=C(N)N | 2%
COc1ccc(C(=O)N2CCC3(CCN(C(=O)Nc4cccc(F)c4)CC3)CC2)cc1 | -1%
COc1cccc([C@@H]2Oc3ccc(OC)cc3C[C@H]2OC(=O)NS(=O)(=O)c2ccc(F)cc2)c1 | 1%
COC(=O)NC(/C(C(=O)OC)=C(\C)NCc1ccccc1)c1ccco1 (centres undefined) | 0%[12.9 µM]
CC(C)[C@@H](CC(=O)N[C@@H]1CCNC[C@H]1C(=O)N[C@H](CC(=O)N[C@@H](CCC(=O)O)CC(=O)O)Cc1ccccc1)NC(=O)C[C@H](Cc1c[nH]c2ccccc12)NC(=O)[C@@H]1CNCC[C@H]1N | 8%
COc1ccc2[nH]cc(CCNc3ncncc3-c3ccc(C(=O)N(C)C)cc3)c2c1 | -3%
C[C@@H]1CC[C@H]2[C@H](C)[C@H]3CC[C@H]4C5[C@@H](O)CC6=CC(=O)CC[C@]6(C)[C@H]5C[C@H]4C3C(=O)N2C1 (some centres undefined) | 0%
COC(=O)[C@@H]1CC[C@H](C)[C@@H](c2ccc(C)cc2)N1C(=O)c1ccc(/C=N\OC[C@@H]2O[C@H](c3ccccc3)C=C[C@@H]2Oc2ccc(OC)cc2)cc1 | 2%[12.9 µM]
COc1ccccc1CNc1ccnc(-c2ccccc2C(F)(F)F)n1 | -9%
COC(=O)[C@H]1C[C@@H]1[C@H](NC(=O)Oc1ccc(F)cc1)c1ccccc1 | 2%
COCCNc1nc(C)nc2c1nc(-c1ccccc1)n2CCN1CCCC1 | 4%
CC(C)OC(=O)[C@H]1O[C@H](CCCCOCc2ccccc2)[C@@H](C)[C@H]2O[C@H]21 | 1%
CN(C)C(=O)c1ccc(-c2cncnc2NCc2cccs2)cc1 | -2%
COc1ccc(C(=O)N2CCC3(CCCN(c4cccc(-c5ccccc5)c4)C3)CC2)cc1 | 0%
O=C(c1cnccn1)N1CCC[C@@]2(CCN(c3cccc(-c4ccccc4)c3)C2)C1 | -20%
O=c1c(-c2ccccc2)nc2cncnc2n1Cc1ccccc1 | 3%
O=C(Oc1ccccc1)N1CCC2(CCN(Cc3nccs3)CC2)CC1 | 5%
C[C@@H](C(=O)NCCF)[C@H]1C[C@]1(C)[C@H](NC(=O)OCc1ccccc1)c1ccccc1 | 6%
COc1cc2oc(-c3ccccc3)cc(=O)c2cc1O | 2%
COCCn1c(=O)c(-c2ccccc2)nc2cnc(Oc3ccccc3)nc21 | -6%
CNC(=O)C1(CC(C)C)C=CCN1C(=O)c1ccccc1 (centres undefined) | 6%
Cn1cccc1C(=O)N1CCC2(CCN(Cc3ccc(C#N)cc3)CC2)CC1 | -1%
C/C=C(\C)C(=O)OC1[C@@H]2C=C3C4CC(=O)OC(c5ccoc5)[C@]4(C)CCC3[C@@](C)(C2=O)C(C(O)C(=O)OC)C1(C)C (some centres undefined) | 0%
CCOC(=O)CCN1C(=O)[C@H]2[C@H]3[C@H](O)[C@H](O)C/C(=N/OCc4ccccc4)[C@H]3CC[C@@H]2C1=O | 1%[12.9 µM]
C[C@H](Cc1ccc2c(c1)OC(C(=O)O)(C(=O)O)O2)NC[C@H](O)c1cccc(Cl)c1 | -4%&1%
CC(C)[C@]1(NC(=O)[C@@H]2C=C3c4cccc5[nH]cc(c45)C[C@H]3N(C)C2)O[C@@]2(O)C3CCCN3C(=O)[C@H](Cc3ccccc3)N2C1=O (some centres undefined) | u
CN1CCN(C2=Cc3ccccc3Oc3ccc(Cl)cc32)CC1 | -6%
C=CC[C@@H]1C=C[C@H](O/N=C(\C)CCN2CCCCc3nc(C)c(C)cc32)[C@H](CO)O1 | 1%[12.9 µM]
COc1ccc(C2COc3c(ccc(O)c3OC)C2)c(OC)c1O (centres undefined) | -17%
COc1cccc(Cn2c(=O)c(-c3cccc(Cl)c3)nc3cncnc32)c1 | -14%
O=C1[C@H]2[C@H]3[C@H](O)[C@H](O)C/C(=N/OC[C@@H](O)COCc4ccco4)[C@H]3CC[C@@H]2C(=O)N1Cc1ccccc1 | 0%[12.9 µM]
N#Cc1cccc(-c2nc(NCc3ccccc3)c3ccccc3n2)c1 | 1%
Cc1noc(C)c1-c1cc(N(C)Cc2ccco2)ncn1 | -10%
Cc1noc(C)c1-c1nccc(-n2ccnc2)n1 | 0%
CCC1=C2CC[C@H]3C(=O)NC(=O)[C@H]3[C@H]2[C@@]2(C)C(=NCCOC)OC(=O)N2C1=O | 3%
